APEX1 inh = blocks human APE1 abasic DNA cleavage; P27695; recombinant APE1, TAMRA/BHQ-2 abasic DNA cleavage fluorescence; Potency, µM (doses to about 65.8 µM), without a hit: at the top dose activity change, negative = inhibition, usual class: inhibitors; 0.35% of 350,000 active; AID 2517;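 further: potency means the concentration at half of the fitted maximal effect; plate controls were vehicle for no effect and reference inhibitor for full effect; nearly all actives have a fitted effect of over 55% in size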
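Activity was derived from the fluorescence gain between first and third kinetic reads (60 s intervals, ex 525/em 598 nm) after 50 nM THF-abasic TAMRA/BHQ-2 duplex was added to 0.75 nM APE1 preincubated 15 min with compound.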
LDHA inh = inhibitors of human lactate dehydrogenase A. 0.15% of 480,000 active. purified LDHA, NADH/diaphorase-resazurin fluorescence; hits give low values. activity change, % (values are at about 110 or 230 µM). P00338; in the data active means activity change below about -30%; inconclusive means mostly about -25% to -30%;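 further: plate controls were DMSO wells for no effect and wells without enzyme for full effect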
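Human LDH5 at 2 nM final in Tris HCl pH 7.4 with 0.06 mM NADH and 0.2 mM pyruvate, reacted 5 minutes at room temperature. Remaining NADH coupled via diaphorase/resazurin; resorufin fluorescence read at 0 and 20 minutes, normalized to enzyme-free and DMSO wells.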
POLH inh = inhibitors of human DNA polymerase eta. Potency, µM (doses to about 114 µM), inactives show at the top dose activity change, negative = inhibition, hits mostly inhibitors. 1.2% of 390,000 active. AID 588591. Q9Y253. recombinant Pol eta, fluorescent DNA replication assay; further: potency means the concentration at half of the fitted maximal effect; on the % scale 0 is the no-effect control and ±100 the full control effect
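Pol eta (10 nM) was preincubated with compounds for 15 min at room temperature, after which fluorescent replication substrate (50 nM final) was added to start the reaction. Fluorescence was read kinetically at 0 and 10 min.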
12-LOX inh = blocks human arachidonate 12S-lipoxygenase; P18054; purified 12hLO, xylenol orange hydroperoxide absorbance; Potency, µM (titrated, usually from 108 µM), for inactives: top-dose activity change, negative = inhibition, most hits filed as inhibitors; 1.1% of 580,000 active; AID 1671190; further: potency means the concentration at half of the fitted maximal effect; on the % scale 0 is the no-effect control and ±100 the full control effect
Target sequence (P18054 whole entry, looked up): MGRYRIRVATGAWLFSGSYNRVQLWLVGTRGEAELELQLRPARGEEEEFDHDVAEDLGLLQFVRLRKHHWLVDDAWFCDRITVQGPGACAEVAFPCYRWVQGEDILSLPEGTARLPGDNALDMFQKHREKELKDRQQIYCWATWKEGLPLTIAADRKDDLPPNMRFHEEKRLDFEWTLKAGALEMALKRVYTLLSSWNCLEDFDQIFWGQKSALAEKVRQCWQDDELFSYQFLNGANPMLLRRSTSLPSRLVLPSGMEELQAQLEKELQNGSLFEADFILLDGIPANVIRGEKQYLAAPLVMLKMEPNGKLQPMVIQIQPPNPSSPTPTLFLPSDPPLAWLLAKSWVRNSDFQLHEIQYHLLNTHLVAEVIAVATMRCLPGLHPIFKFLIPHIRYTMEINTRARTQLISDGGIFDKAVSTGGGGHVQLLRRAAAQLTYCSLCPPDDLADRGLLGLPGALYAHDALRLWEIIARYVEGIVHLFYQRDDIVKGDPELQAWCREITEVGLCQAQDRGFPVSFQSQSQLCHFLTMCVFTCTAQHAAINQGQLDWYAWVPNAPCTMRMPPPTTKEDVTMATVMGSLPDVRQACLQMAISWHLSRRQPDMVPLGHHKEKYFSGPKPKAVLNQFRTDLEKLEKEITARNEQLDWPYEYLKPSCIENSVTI
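Purified human 12hLO (150 nM final) in 25 mM Hepes, 0.01% Triton X-100, pH 7.0 was preincubated 15 min at room temperature with compound. Then 40 uM arachidonic acid was added, 30 min. Hydroperoxide was read by Fe-XO absorbance ratio 573/405 nm.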
RGS4 inhibitor = inhibitors of human regulator of G protein signaling 4; P49798; Transcreener GDP fluorescence polarization, RGS4-accelerated GTP hydrolysis; Potency, µM (highest dose often 114 µM), for inactives: top-dose activity change, negative = inhibition, actives largely listed as inhibitors; 0.039% of 390,000 active; further: potency means the concentration at half of the fitted maximal effect; on the % scale 0 is the no-effect control and ±100 the full control effect; nearly all actives have a fitted effect of over 75% in size; some results filed as inactive show a strong effect at the top dose
Target sequence (P49798 whole entry, looked up): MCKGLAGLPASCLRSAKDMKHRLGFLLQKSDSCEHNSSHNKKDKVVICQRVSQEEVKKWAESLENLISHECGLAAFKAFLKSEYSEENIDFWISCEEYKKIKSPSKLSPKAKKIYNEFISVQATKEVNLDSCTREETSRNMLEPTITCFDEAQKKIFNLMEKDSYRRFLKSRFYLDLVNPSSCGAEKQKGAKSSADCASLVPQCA
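MLSMR compounds (23 nl, pin-transferred) preincubated 10 min at room temperature with a 500nM (2x) first reagent, then RGS4 at 900nM (2x) plus Transcreener GDP mix added; fluorescence polarization (620/688 nm) read before and after 90 min at 30 °C.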
ERG Ets-DNA blk = blocks human ERG Ets domain binding to DNA | P11308 | fluorescence polarization, His-ERG Ets domain / labelled DNA | Potency, µM (series often up to 76.9 µM), for the others: at the highest dose FP activity, negative = inhibition, hits mostly inhibitors | 0.028% of 370,000 active; active means well fitted inhibition curve with a large enough effect in the polarisation, with a control signal flat; inconclusive means small, poorly fitted or top-dose-only effect, or effect the other way, or a change in a side signal; inactive means no such curve, though single readings can be large or run the other way; the % refers to the polarisation;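 further: polarization taken with two DNA probes labelled with fluorescein and Texas red; potency means the concentration at half of the fitted maximal effect; % of control where 0% means no effect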
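His-tagged ERG Ets domain (1 uM in the protein solution; 300mM KCl, 50mM Tris-HCl, 1mM EDTA, 1mM DTT, pH 7.5) received compound, then a probe mix of 5 nM fluorescein-DNA and 100nM Texas-615-DNA. Fluorescence polarization was read for both dyes.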
Apoferritin bind = candidate novel general anesthetic via apoferritin binding; P02791; apoferritin/1-aminoanthracene competitive binding, fluorescence; Potency, µM (highest dose often 77.5 µM), inactives show at the highest dose activity change, negative = displacement, hits mostly inhibitors; 0.074% of 350,000 active; further: potency means the concentration at half of the fitted maximal effect; on the % scale 0 is the no-effect control and ±100 the full control effect; nearly all actives have a fitted effect of over 20% in size
Target sequence (P02791 2-175 limits assumed): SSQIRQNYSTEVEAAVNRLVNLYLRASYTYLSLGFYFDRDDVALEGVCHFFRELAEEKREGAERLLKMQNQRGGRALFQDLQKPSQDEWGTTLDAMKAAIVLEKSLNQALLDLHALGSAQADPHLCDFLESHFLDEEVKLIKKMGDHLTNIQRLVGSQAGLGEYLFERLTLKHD
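Steps: apoferritin (10 uM) was premixed with half-saturated 1-AMA in PBS, compounds were pin-transferred, plates stood 10 min at room temperature, fluorescence was read at 380/535 nm, and curves were fitted with a Hill equation.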
POLK inh = inhibitors of human DNA polymerase kappa. Potency, µM (series often up to 107 µM), for the others: top-dose activity, negative = inhibition, most hits filed as inhibitors. Q9UBT6. purified Pol kappa, fluorescent DNA synthesis assay, 10 min. 0.53% of 400,000 active. AID 588579; further: potency means the concentration at half of the fitted maximal effect; on the % scale 0 is the no-effect control and ±100 the full control effect
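Kinetic fluorescence screen: compound preincubated 15 min RT with 10 nM enzyme; 50 nM substrate (final) initiates; reads at 0/10 min.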
POLB inh = blocks human DNA polymerase beta activity; Pol beta primer extension/strand displacement, fluorescence kinetic; AID 485314; 1.3% of 340,000 active; P06746; Potency, µM (series often up to 114 µM), without a hit: top-dose activity change, negative = inhibition, usual class: inhibitors; further: potency means the concentration at half of the fitted maximal effect; on the % scale 0 is the no-effect control and ±100 the full control effect
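Pol beta (10 nM) was preincubated with compound for 15 min at room temperature. The reaction was then started with 50 nM substrate and read immediately and after a further 10 min at room temperature.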
An asterisk follows results filed as active; ? = inconclusive; . = no result given; & = joins results of further samples; [ ] = another dose, or the depositor's remark. Unless noted, the call rests on the fitted dose curve; in most records, active means well fitted curve in the direction sought with a large enough effect; inconclusive means small, poorly fitted or top-dose-only effect, or another doubt; inactive means no such curve, though single readings can be large; an effect the other way counts as inactive or inconclusive.

nr	canonical_smiles	LDHA inh	APEX1 inh	POLK inh	ERG Ets-DNA blk	POLB inh	Apoferritin bind	12-LOX inh	RGS4 inhibitor	POLH inh
1	CCN1C(=O)/C(=C/N2CCc3ccccc3C2)SC1=S	-4	-2%	7%	0%	3%	26%	0%	-20%	-14%
2	COc1ccc(-c2nc(CN3CCC(C(=O)N4CCOCC4)CC3)c(C)o2)cc1C	-2	60%[activator]	-6%	-4%	-27%	-9%	4%	14%	-4%
3	COc1ccc(-c2nn(-c3ccccc3)cc2/C=C(\C#N)S(=O)(=O)c2ccccc2)cc1OC	-6	25%	-8%	-1%	36%	-3%	-1%	5%	-9%
4	COc1ccc2c(C)c(CCC(=O)NCc3ccc(C)cc3)c(=O)oc2c1	9&-6	.	13%	4%	14%	-10%	?	2%	-8%
5	O=C(c1ccco1)N1CCN(C(=O)N2CCCCC2)CC1	-5	-1%	2%	0%	21%	-4%	-6%	-16%	-17%
6	Cc1nnc(SCCn2c(N3CC(C)CC(C)C3)nc3c2c(=O)[nH]c(=O)n3C)s1 (stereo not given)	3	-1%	-2%	-1%	-10%	-5%	0%	-18%	-18%
7	COc1cccc(CNc2nc3c(-c4ccccc4)nnn3c3ccccc23)c1	-3	.	-25%	0%	-1%	53%[activator]	?	10%	-2%
8	CCOC(=O)c1cnc(SC)nc1Oc1cccc(NS(=O)(=O)c2ccccc2)c1	1	-9%	-4%	-3%	9%	-17%	0%	3%	-5%
9	CS(=O)(=O)N(CC(=O)N1CCC(C(N)=O)CC1)Cc1ccc(Cl)c(Cl)c1	-1	-15%	-5%	8%	13%	1%	-3%	-13%	-17%
10	CCn1cc(C(=O)N2CCN(c3cccc(Cl)c3)CC2)c2cc(OC)c(OC)cc2c1=O	-2&-3	0%	-1%&-6%	-1%&-1%	28%&13%	-10%&-12%	-30%&5%	13%	-4%&-3%
11	CC(C)CC1c2[nH]c3ccccc3c2CCN1C(=O)C1CCOCC1 (stereo not given)	-1	-5%	-7%	-3%[15.4 µM]	25%	-16%	1%	-13%	-28%
12	Cc1cc(C)c(S(=O)(=O)N(CC(=O)NCc2cccnc2)C2CCCCC2)c(C)c1	-2	1%	-9%	3%	-27%	-23%	40%[activator]	-2%[56.9 µM]	-6%
13	CCOC(=O)c1cn(-c2c(Cl)cccc2Cl)c2cc(Cl)c([N+](=O)[O-])cc2c1=O	1	-2%	-16%	-2%	0%	-8%	-14%	1%	-6%
14	CCOc1ccc(-c2cc(C(=O)N/N=C/c3cccnc3)c3ccccc3n2)cc1	0	-6%	-5%	-8%	10%	-7%	0%	-25%	-26%
15	COc1cc(C)c(S(=O)(=O)N2CCCC2)cc1C	-2	-1%	-10%	2%	9%	5%	27%	17%	-19%
16	O=C(NCc1ccccc1)C1CCCN(C(=O)NCc2ccccc2)C1 (stereo not given)	-2	3%	-4%	-3%	100%	4%	2%	7%	-12%
17	O=C(O)c1cccnc1Sc1ccc(Cl)cc1	-5	-4%	-9%	0%	10%	-1%	-4%	10%	-1%
18	COC(=O)c1cc(CC(=O)c2ccc(O)cc2O)c(C)o1	-2	2%	0%	-1%	19%	-20%	-22%	-36%	2%
19	O=S(=O)(c1ccc(Cl)cc1)N1CCN(c2ccccn2)CC1	-10	19%	-2%	-4%	19%	-9%	?	3%	-2%
20	Cc1sc2nc(SCC(=O)N3CC(C)OC(C)C3)n(C)c(=O)c2c1C (stereo not given)	6	14%	-9%	5%	?	-17%	-13%	-42%	16µM*
21	O=C(O)CCc1ccc(-c2ccc(F)cc2)n1CC(=O)O	-1	7%	-13%	-4%	-3%	2%	?	-43%	11µM*
22	CCCOc1ccc(-c2cnc(N)s2)cc1	2	1%	-11%	-8%	-27%	0%	-10%	-25%	-10%
23	COc1ccc(/C=C/C(=O)Nc2ccc(S(=O)(=O)N3CCOCC3)cc2)c(OC)c1	2	25%	-5%	-1%	.	.	16%	10%	-4%
24	COc1ccc(/C=N/NC(=O)Nc2ccc3nsnc3c2)c(OC)c1	2	-9%	-4%[60.1 µM]	1%	23%	-19%	-17%	25%[11.4 µM]	23%
25	Cc1cccc(C(=O)NCCc2ccccc2)c1	-3	58%[activator]	-1%	-5%	-2%	-11%	-14%	-10%	-21%
26	Fc1ccccc1CNC(=S)Nc1cccc(C(F)(F)F)c1	0	3%	-20%	-3%	-25%	-13%	?	-21%	-13%
27	O=C(NCCc1ccccc1)C(=O)NCc1ccncc1	-14	5%	1%	-1%	35%	-8%	-5%	-22%	-21%
28	CC(OC(=O)CN1C(=O)C2C3C=CC(C4CC34)C2C1=O)C(=O)c1ccccc1 (stereo not given)	-15	3%	-1%	1%	0%	?	412%[activator]	14%	8%
29	O=C(O)CCCN(Cc1cccc(Br)c1)S(=O)(=O)c1ccc(Br)cc1	-5	-2%	-23%	1%	7%	-7%	-13%	5%	-18%
30	CCn1cc(CN2CCCC(CO)(Cc3cccc(Cl)c3)C2)cn1 (stereo not given)	0	14%	-3%	6%	?	-4%	1%	-10%	-15%
31	COc1ccc(C2/C=C\CN(C(=O)C3CCCC3)CC(=O)N2Cc2ccc(F)cc2)cc1 (stereo not given)	0	1%&1%	16%&-12%	10%	-1%	-11%&-18%	-14%	-11%&2%	-18%
32	CC1(C)Cc2ccccc2-c2nc(NCCCO)n(-c3ccccc3)c(=O)c21	2	?	-14%	-2%	-17%	1%	-25%	17%	-16%
33	OC1(C#CCN2CCCC2)c2ccccc2-c2ccccc21	-2	-11%	-5%	12%	16%	-11%	?	-8%	-1%
34	O=C(COc1ccccc1Cl)Nc1ccc2oc(-c3ccccc3F)nc2c1	0&-2	.	-22%	6%	?	0%	-2%&-17%	7%	.
35	NC(=O)CSc1nnnn1-c1ccc(OC(F)(F)F)cc1	-3	0%	5%	8%	9%	-9%	?	-4%	-13%
36	COc1ccc(NC(=O)c2ccccc2)cc1	-6	47%	0%	9%	.	.	14%	24%	-13%
37	Cn1[nH]c(-c2ccccc2)c(/C=N/O)c1=O	1	-6%	-2%	-8%	-1%	-13%	0%	?	-18%
38	CC(C)(C)c1ccc(-c2nc(NC(=O)CSc3ncnc4sc5c(c34)CCCC5)ns2)cc1	-1	.	-14%	2%	-1%	7%	-26%	-4%	-5%
39	CC(=O)c1ccc(N2CCN(C(=O)/C=C/c3cccs3)CC2)cc1	-10	-1%	-4%	2%	1%	-11%	?	4%	-8%
40	COc1ccc(CNS(=O)(=O)c2ccc(C3CNC(=O)C3)cc2)cc1 (stereo not given)	2	-1%	-12%	.	20%	5%	-5%	9%	-2%
41	CCN(Cc1ccccc1)C(=O)CN1C(=O)NC2(CC(C)CC(C)(C)C2)C1=O (stereo not given)	0	2%	-2%	-8%	88%	?	233%[activator]	2%	-23%
42	COc1nc(N)nc(N2CCOCC2)n1	-3	-1%	-3%	-18%	35%	-3%	0%	-15%	?
43	O=C(c1ccc(F)cc1)c1cc2ccc(O)cc2oc1=O	8	3%	-15%	2%	3%	0%	44%[activator]	1%[56.9 µM]	-3%
44	COc1ccc(C(=O)CSc2nc(C)cc(=O)[nH]2)cc1C	1	31%	0%	-6%	1%	1%	-6%	-20%	-12%
45	Cc1ccc(NC(=O)Cn2nnc3sc(-c4ccccc4)cc3c2=O)cc1Cl	-5	.	1%	0%	10%	-14%	?	-24%	.
46	O=C(Nc1cccc(-c2cccc(F)c2)c1)C1CCN(Cc2ccc(CO)o2)CC1	1	57%[activator]	10%	12%	0%	-24%	38%[activator]	-8%	-9%
47	CCOC(=O)Nc1ccc(C)cc1C	-6	-2%	5%	-11%	3%	-12%	-19%	45%	9%
48	C#CCOc1ccc(/C=C2\SC(=S)N(Cc3cccnc3)C2=O)cc1	2	?	-1%	1%	8%	-12%	-12%	-6%	-5%
49	O=C(CN1C(=O)c2ccc([N+](=O)[O-])cc2C1=O)NCc1ccco1	0	-1%	-2%	10%	30%	-12%	-5%	0%	-14%
50	CCOC(=O)c1sc2nc(CSc3ccccc3)[nH]c(=O)c2c1C	-5	1%	-3%	-2%	3%	-5%	4%	-6%	-14%
51	O=C1NCCN(Cc2ccoc2)C1CC(=O)N(Cc1ccccc1)CC1CCC1 (stereo not given)	-3	-2%	-3%	2%	-10%	-12%	-10%	0%	-10%
52	C=CCn1cn[nH]c1=S	-8	9%	-3%	7%	23%	-3%	-1%	-11%	1%
53	COc1cccc(C(=O)Oc2ccccc2/C=C\C(=O)c2cc3ccccc3o2)c1	-8	1%	-24%	2%	14%	-12%	-29%	-16%	-3%
54	CSc1ccc(CN(C)CC(=O)NCc2ccccc2)cc1	-3	7%	-5%	16%	-12%	-11%	-5%	17%	-5%
55	COc1ccccc1-c1cc(C(F)(F)F)nc(S(=O)(=O)CCCC(=O)N2CCOCC2)n1	-5	9%	-14%	-6%	-14%	5%	0%	-30%[11.4 µM]	-29%
56	O=C(CN1CCN(c2ccccc2F)CC1)NC(=O)NCc1ccccc1	-8	11%	-4%	1%	1%	0%	-1%	3%	-7%
57	CC1(C)CC(=O)C=C(Nc2cccc(C(F)(F)F)c2)C1	-1	.	8%	-5%	.	.	?	-13%	-5%

These rows are one share of the data; rates above refer to the full screens.
